TDP1 block = qHTS Assay for Inhibitors of Tyrosyl-DNA Phosphodiesterase (TDP1). AID 485290, 2010. 350,000 compounds, 0.28% hits. Potency, µM (top dose mostly 130 µM), for inactives: at the top dose activity change, negative = inhibition, hits mostly inhibitors. Tyrosyl-DNA phosphodiesterase 1 (Homo sapiens), Q9NUW8. recombinant TDP1, AlphaScreen DNA substrate cleavage; further: nearly all actives have a fitted effect of over 40% in size
Target sequence (Q9NUW8 whole entry, looked up): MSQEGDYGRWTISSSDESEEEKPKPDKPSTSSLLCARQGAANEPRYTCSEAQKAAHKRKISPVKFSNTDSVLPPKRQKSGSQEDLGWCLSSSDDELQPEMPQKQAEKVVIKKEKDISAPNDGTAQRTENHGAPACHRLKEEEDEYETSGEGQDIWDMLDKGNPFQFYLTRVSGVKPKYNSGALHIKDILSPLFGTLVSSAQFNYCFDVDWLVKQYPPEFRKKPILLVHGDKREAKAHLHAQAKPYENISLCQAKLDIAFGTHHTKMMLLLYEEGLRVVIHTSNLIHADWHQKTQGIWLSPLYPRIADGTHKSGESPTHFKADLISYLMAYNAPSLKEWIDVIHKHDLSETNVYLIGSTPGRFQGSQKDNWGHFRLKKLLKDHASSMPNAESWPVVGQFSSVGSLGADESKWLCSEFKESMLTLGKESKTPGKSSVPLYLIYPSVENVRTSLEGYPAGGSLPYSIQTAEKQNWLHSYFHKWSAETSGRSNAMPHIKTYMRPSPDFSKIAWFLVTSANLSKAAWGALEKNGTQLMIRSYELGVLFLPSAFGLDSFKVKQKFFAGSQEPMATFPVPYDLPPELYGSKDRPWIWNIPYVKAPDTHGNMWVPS
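Enzyme-compound mixtures sat 15 min at room temperature, followed by a 5 min reaction with 15 nM final substrate and 10 min with AlphaScreen beads. Recombinant human Tdp1 was used at 1 nM final.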
KAT2A inh = qHTS Assay for Inhibitors of GCN5L2 | Potency, µM (series often up to 58.9 µM), for the others: at the top dose activity change, negative = inhibition, hits mostly inhibitors | AID 504327, 2011 | GCN5L2 HAT assay, ThioGlo1 CoA-SH fluorescence | 390,000 compounds, 0.21% hits | Histone acetyltransferase KAT2A (Homo sapiens), Q92830
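ThioGlo1-coupled HAT assay: 20nM GCN5L2, 70uM acetyl-CoA, 75uM H3(1-25) peptide, pH 7.5. Fluorescence read at 340/540nm at start and after 20 min at room temperature.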
TDP1 cell noCPT = qHTS for Inhibitors of human tyrosyl-DNA phosphodiesterase 1 (TDP1): qHTS in cells in absence of CPT; 420,000 compounds, 15% hits; DT40 Tdp1-/- hTDP1 cells, no CPT, ATP luminescence, 48 h; Potency, µM (highest dose often 46.2 µM), inactives show at the top dose activity change, negative = growth inhibition, hits mostly inhibitors; AID 686978, 2013; further: nearly all actives have a fitted effect of over 55% in size
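Chicken DT40 Tdp1-/- cells complemented with human TDP1, screened without camptothecin (DMSO vehicle only), 400 cells/well. Compounds pin-transferred, cells incubated at 37 °C for at least 48 hr. Growth read as ATP-dependent luminescence (CellTiter-Glo, 30 min at RT).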
* hit, by the source's call; ? = inconclusive; · = not tested or not shown; [ ] = another dose, or the depositor's remark. The call rests on the fitted dose curve; in most records, active means well fitted curve in the direction sought with a large enough effect; inconclusive means small, poorly fitted or top-dose-only effect, or another doubt; inactive means no such curve, though single readings can be large; an effect the other way counts as inactive or inconclusive. On the % scale 0 is the no-effect control and ±100 the full control effect; potency means the concentration at half of the fitted maximal effect. A portion of the library, so the mix of outcomes need not match the whole.

Below each SMILES – KAT2A inh, TDP1 block, TDP1 cell noCPT
1: CCN(CC)CCN1C(=O)C(=O)/C(=C(/O)c2ccc(C)cc2)C1c1cccnc1 (stereo unspecified)
  -4.0%, -3.1%, 0.4%
2: CCN(CC)S(=O)(=O)c1ccc2c(c1)N(CC(=O)N1CCN(c3cccc(C)c3)C(C)C1)C(=O)CO2 (stereo unspecified)
  1.3%, 0.9%, ?
3: O=C(Cn1nc(-c2ccc(Cl)cc2)ccc1=O)NCCN1CCOCC1
  -4.6%, -1.2%, -5.5%
4: Cc1cc(C)n(C2CC(=O)N(c3cccc(Cl)c3)C2=O)n1 (stereo unspecified)
  -6.3%, 6.2%, ?
5: CCN(CC)CCNC(=O)c1cc(-c2cccnc2)nc2ccc(S(=O)(=O)N3CCC(C)CC3)cc12
  -6.5%, 3.0%, ?
6: COC(=O)Cc1cc(=O)n2[nH]c(C)cc2n1
  -6.1%, -4.0%, -6.0%
7: COC(=O)N1C(=O)[C@@](c2ccccc2)(C2CCCC2)N1C(=O)OC
  0.8%, ·, 16.4µM*
8: Oc1ccccc1Nc1nc(NCc2ccccc2)c2ccccc2n1
  -5.7%, 8.1%, 11.6µM*
9: COc1ccccc1/C=C/C(=O)OC(C)CN1CCOCC1 (stereo unspecified)
  ?, -2.0%, -16.9%
10: O=C1Nc2ccccc2C1=Nc1ccc(F)cc1
  1.7%, ·, 0.4%
11: C/C(=N\NC(=O)c1c[nH]c2ccccc12)c1ccc(C)o1
  -6.5%[0.501 µM], 5.1%, -26.2%
12: Fc1ccc(NC(=S)N2N=CCC2c2ccccc2)cc1 (stereo unspecified)
  ?, 7.0%, 5.4%
13: O=C1NC2=C(C(=O)CCC2)C(c2cccc([N+](=O)[O-])c2)N1 (stereo unspecified)
  -4.3%, ·, 1.3%
14: O=C(c1ccc(F)cc1)N1c2ncnn2C2(CCCCC2)[C@@H]2CCCC[C@@H]21
  -6.9%, -1.6%, 20.6µM*
15: CC[C@@]12C(=O)N(c3ccc(C)cc3)C(=O)N1[C@H](c1cccc(C)c1)[C@@H]1C(=O)N(Cc3ccccc3)C(=O)[C@@H]12
  -6.2%, 0.1%, ?
16: CCOc1ccc(NC(=O)NNC(=O)C(C)Oc2ccccc2OC)cc1 (stereo unspecified)
  3.5%, 4.2%, 12.0%
17: CC(OC(=O)C1CC2CCCC(C1)C2=O)C(=O)Nc1cccc([N+](=O)[O-])c1 (stereo unspecified)
  -11.1%, 0.0%, ?
18: O=C(NC1CCCCC1)C1CCN(S(=O)(=O)c2cccs2)CC1
  -6.8%, 0.0%, -18.3%
19: CN(CC(=O)c1c(N)n(C)c(=O)n(C)c1=O)c1ccccc1
  -7.7%, -3.6%, 8.4%
20: CCO[C@H]1OC(C(=O)Nc2ccccc2)=C[C@@H](c2ccc(C(F)(F)F)cc2)[C@@H]1CCCO
  0.4%, 5.1%, 14.6µM*
21: COc1ccc(Cn2nc3n(c2=O)-c2ccccc2OC3)cc1
  -4.8%, -0.6%, ?
22: CSCCC1COC(c2cccs2)=N1 (stereo unspecified)
  -3.5%, -3.5%, -3.1%
23: CCOc1cc(C=O)ccc1OCC(=O)NC(C)(C)C
  -19.8%, 2.7%, 7.5%
24: COc1ccc(C2(c3ccc(OC)cc3)NC(=O)N(CC(=O)Nc3ccc(OC)c(OC)c3)C2=O)cc1
  -9.2%, 4.5%, ?
25: Cc1ccc(SCC(=O)N(C)CC(=O)Nc2cccc(F)c2)c(C)c1
  -4.2%, -4.4%, ?
26: O=C(NCc1ccc2c(c1)OCO2)C1CCN(S(=O)(=O)c2cccc3nsnc23)CC1
  -24.7%, -2.1%, 0.4%
27: CC1(C)OC(=O)C(=C2CCCN2)C(=O)O1
  ·, -1.0%, -6.8%
28: Cc1cc(C(=O)N2CCCC(Nc3ccc(F)cc3)C2)n(C)n1 (stereo unspecified)
  2.5%, 2.1%, 16.8%
29: CCN(C(=O)CSc1nnnn1-c1cc(C)ccc1OC)C1CCS(=O)(=O)C1 (stereo unspecified)
  -3.7%, -1.9%, -24.1%
30: CN1C(=S)SC(N(O)C(=O)Nc2ccccc2)C1(C)C (stereo unspecified)
  -0.4%, -3.3%, -2.7%
31: O=C1CN(C(=O)C2CCCC2)CCN1
  -5.3%, 0.0%, ?
32: COc1ccc(S(=O)(=O)NNC(=O)c2csc(-n3nc(C)cc3C(F)(F)F)n2)cc1
  -0.7%, -1.0%, ?
33: CCNC(=S)Nc1scc(-c2ccccc2)c1C(=O)OCC
  -1.9%, 2.2%, 23.1µM*
34: CCOC(=O)C1=C(C)NC(SCC(N)=O)=C(C#N)C1c1ccccc1 (stereo unspecified)
  -5.3%, 4.0%, -25.2%
35: CCN(CC(=O)NC1CCS(=O)(=O)C1)S(=O)(=O)c1cccc(C(C)=O)c1 (stereo unspecified)
  -12.2%, 1.8%, 19.5%
36: O=C(CCC(F)(F)F)N1CCC(CO)(CCc2ccccc2)CC1
  -6.4%, ·, -26.6%
37: COc1cc(OC)c(NS(=O)(=O)c2c(C(=O)N3CCCCC3)c(C)n(C)c2C)cc1Cl
  0.6%, ·, 1.2%
38: Cc1noc(NS(=O)(=O)c2ccc(N3C(=O)c4ccccc4C3=O)cc2)c1C
  0.3%, 2.1%, -10.9%
39: COc1ccccc1Nc1nc(N)nc(CN2CCN(c3ccccc3)CC2)n1
  0.0%, 8.4%, -21.7%
40: c1cc(CNC2C3CC4CC(C3)CC2C4)ccn1 (stereo unspecified)
  -3.2%, 0.0%, ?
41: CCc1ccc(OCc2cc(=O)n3cc(C)sc3n2)cc1
  0.5%, 3.8%, -1.8%
42: CCCC(C)C(=O)Nc1ccc(Cl)cc1Cl (stereo unspecified)
  -0.3%, 4.0%, 6.0%
43: CCCn1c(SCC(=O)N2c3ccccc3CCc3ccccc32)nc2c1c(=O)n(C)c(=O)n2C
  ?, 2.0%, ?
44: CCc1ccc(-c2cn3c(n2)sc2cc(C(=O)NCCc4ccc(OC)cc4OC)ccc23)cc1
  -3.9%, 2.6%, 16.4µM*
45: CC(=O)N1N=C(c2c(-c3ccccc3)c3cc(Br)ccc3[nH]c2=O)CC1c1ccco1 (stereo unspecified)
  1.5%, 7.1%, ?
46: O=C(CCC1CCCN(C(=O)C2(c3ccccc3)CC2)C1)N1CCN(c2ccccn2)CC1 (stereo unspecified)
  2.4%, -2.8%, ?
47: COC(=O)c1ccccc1NC(=O)c1cc([N+](=O)[O-])nn1Cc1ccccc1
  -5.0%, 5.4%, 5.6%
48: CCOC(=O)N1CCC(NC(=O)CN2C(=O)C(CC)Oc3ccc(C)cc32)CC1 (stereo unspecified)
  0.0%, -5.2%, -13.3%
49: Cc1ccc2oc(=O)c3cc(C(=O)NCCCN4CCN(C)CC4)sc3c2c1
  0.0%, 1.3%, ?
50: COc1ccccc1NC(=O)Nc1ccccc1SC
  0.7%, 4.7%, ?
51: O=C(CCc1ccccc1)Nc1nn[nH]n1
  3.9%, -4.5%, -2.7%
52: CCOC(=O)Cc1csc(/N=C/c2c(O)n(-c3ccc(C)c(C)c3)c(=O)c3ccccc23)n1
  -5.5%, 0.6%, ?
53: CCSCc1nc(N)nc(NCCc2ccccc2)n1
  -0.9%, ·, -4.9%
54: COc1ccc(NC(=O)CSc2nc3ccc(OC)cc3[nH]2)cc1
  -9.4%, ·, -4.3%
55: O=C(NCCc1ccc(F)cc1)c1cccc2c1C(=O)c1ccc(N3CCC(Cc4ccccc4)CC3)cc1S2(=O)=O
  -6.2%, -0.2%, ?
56: Cc1cccc(-n2c(C)cc(/C=C3/C(=N)N4C(c5ccccc5)=CSC4=NC3=O)c2C)c1
  -3.1%, 8.2%, 20.6µM*
57: CC1CCN(C(=O)CCN2C(=O)C3C4C=CC(C4)C3C2=O)CC1 (stereo unspecified)
  -2.9%, 2.4%, -3.6%
58: COc1cc(NC(=O)CN2C(=O)NC(C)(CCC(C)C)C2=O)cc(OC)c1 (stereo unspecified)
  -4.3%, -3.2%, -18.6%
59: COc1ccc(NC(=O)CSc2nc(O)cc(=O)n2-c2ccccc2OC)cc1
  -5.0%, 6.2%, -0.9%
60: Cc1cccc(-n2c(SC(C)C(=O)O)nc3sc4c(c3c2=O)CCCC4)c1 (stereo unspecified)
  -0.2%, ·, 12.7%

(listing goes on)
Below each SMILES – KAT2A inh, TDP1 block, TDP1 cell noCPT
61: CCOc1ccc(S(=O)(=O)N2CCCC(C(=O)NCc3ccncc3)C2)cc1 (stereo unspecified)
  1.1%, 5.5%, ?
62: NS(=O)(=O)c1ccc(CNC(=O)c2cccc(S(=O)(=O)N3CCc4ccccc43)c2)cc1
  -15.9%, -2.0%[56.1 µM], 9.2µM*
63: COc1ccccc1OCc1nnc(SCC(=O)c2cc(Cl)ccc2OC)o1
  -9.7%, 6.2%, ?
64: COc1ccc(CCC(C)Nc2ccc(F)cc2)cc1 (stereo unspecified)
  -4.8%, 2.9%, -14.6%
65: O=C(N/N=C/c1cccnc1)c1cccc(NC(=O)c2ccc(Cl)cc2)c1
  -14.4%, 8.2%, -4.3%
66: CCCSCCCNC(=O)c1cc2c(s1)CS(=O)(=O)C2
  -0.2%, 6.6%, -2.9%
67: O=C(CSc1cn(CCNC(=O)c2c(F)cccc2F)c2ccccc12)Nc1ccc(F)cc1
  -5.5%, 4.5%, 16.4µM*
68: CCOC(=O)N1CCC(NC(=O)c2ccc3nc4ccccc4c(=O)n3c2)CC1
  -11.1%, 0.9%, ·
69: COc1cc(/C=C(\C#N)c2nc(-c3cc4ccccc4oc3=O)cs2)ccc1O
  -1.9%, 0.0%, 18.4µM*
70: COc1ccc(CC(=O)OCC(=O)Nc2ccc3c(c2)OCO3)cc1OC
  -7.1%, -2.6%, -20.0%
71: NS(=O)(=O)c1ccc(Nc2ncccc2[N+](=O)[O-])cc1
  -3.7%, -1.1%, -26.2%
72: Cc1cc(C(=O)OCC(=O)Nc2ccc(F)c(F)c2)c(C)o1
  -7.3%, 3.6%, -2.5%
73: Cc1ccc(-c2ccc(=O)n(CC(=O)N3CCN(c4cc(Cl)ccc4C)CC3)n2)cc1
  10.3%, 7.1%, ?
74: CCOC(=O)C1CCN(c2c(N3CCN(c4ccccc4OC)CC3)c(=O)c2=O)CC1
  1.9%, 5.3%, -6.3%
75: Cc1ccc(Cc2cnc(NC(=O)/C(C#N)=C/c3ccc(-c4cccc([N+](=O)[O-])c4)o3)s2)cc1
  -2.3%, 4.9%, ?
76: COC(=O)[C@H](CC(C)C)NC(=O)Nc1cccc(Br)c1
  -8.1%, 0.0%, 21.6%
77: COc1ccc(C(C(=O)NCC2CCCO2)N(Cc2cccs2)C(=O)c2snc(C(N)=O)c2N)cc1OC (stereo unspecified)
  -5.9%, ·, -19.8%
78: COc1ccc(C)cc1NC(=S)N1CCOCC1
  -33.4%, 4.0%, 5.2%
79: COc1cccc(CN(C)CC(=O)Nc2ccccc2C(C)C)c1
  -13.0%, -1.8%, 16.4µM*
80: CC(C)(C)OC(=O)N1Cc2cc3ccccc3nc2C1CO (stereo unspecified)
  -2.8%, -1.4%, ?
81: CC(C)OC(=O)CSc1nnc(Cc2ccccc2)n1Cc1ccco1
  -3.5%, 7.8%, -23.4%
82: CCOC(=O)c1c(C)c(C(=O)NCCc2ccc(S(N)(=O)=O)cc2)c(C)n1CC
  -18.2%, 3.1%, -20.4%
83: Cc1ccc2c(COC(=O)c3ccc(NC(=O)CC#N)cc3)cc(=O)oc2c1C
  -3.4%, 16.9%, 1.1%
84: CCc1nc2oc3ccccc3c(=O)c2cc1C(=O)OC
  50.1%[activator], ·, -27.5%
85: CON(C)C(=O)CCN(C(=O)OC(C)(C)C)c1ccccc1
  2.3%, 1.1%, -17.3%
86: COc1ccc(Cc2nnc(SCc3nc4ccccc4c(=O)[nH]3)n2C)cc1
  -2.1%, 1.1%, -11.7%
87: CN(CC(=O)Nc1ccc(Cl)c(C(F)(F)F)c1)C(=O)c1cccnc1Sc1ccccc1
  -10.4%, -0.2%, ?
88: CC1(C)CC(C(CC(=O)Nc2nccs2)c2ccccc2)CCO1 (stereo unspecified)
  -0.3%, -4.4%, 18.4µM*
89: COc1ccc(S(=O)(=O)N2CCCC(C(=O)Nc3ccc(NC(=O)c4ccccn4)cc3)C2)cc1 (stereo unspecified)
  -8.9%, 7.7%, ?

Just KAT2A inh and TDP1 cell noCPT (2 entries from above):
| nr | compound | KAT2A inh | TDP1 cell noCPT |
| --- | --- | --- | --- |
| 82 | CCOC(=O)c1c(C)c(C(=O)NCCc2ccc(S(N)(=O)=O)cc2)c(C)n1CC | -18.2% | -20.4% |
| 83 | Cc1ccc2c(COC(=O)c3ccc(NC(=O)CC#N)cc3)cc(=O)oc2c1C | -3.4% | 1.1% |
